Screens (PubChem)
Gli-Sufu block – antagonists of Gli-Sufu signaling | inhibition, % at 5 µM | Sufu-KO-LIGHT fibroblasts, Gli luciferase reporter luminescence | 340,000 compounds, 0.74% hits | AID 588413;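 active = inhibition above about 55%, limit read from the data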;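 also: 0% = DMSO-treated cells and 100% = wells with medium but no cells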
697 NFkB inh – lowers PMA/ionomycin-induced NF-kB signal in 697 B cells | 697 B-cell NF-kB luciferase reporter, 16 h | inhibition, % at 4 µM | 330,000 compounds, 0.33% hits | AID 435022; in the data active = inhibition above about 35%
CHOP UPR activ – activators of apoptotic arm of unfolded protein response (CHOP) | CHO-CHOP luciferase reporter, UPR activation, luminescence; percent of tunicamycin response over DMSO baseline | activation, % at 10 µM | 330,000 compounds, 0.34% hits;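 active = at 10 µM dose, activation of 40% or more, normalized to positive control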;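 also: 100% = tunicamycin at 10 µg/mL and 0% = DMSO alone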
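Material: CHO-CHOP cells, stable luciferase reporter of PERK-eIF2a-CHOP signalling; quantity: 500 reporter cells seeded per well; buffer or medium: F12 medium containing 10% fetal bovine serum; compound: one dose, 10 µM in 0.5% DMSO; incubation: 6 h compound treatment, 37 °C; measured by: Steady-Glo luciferase luminescence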
UPR XBP1 act – adaptive UPR (XBP1) activation. CHO-XBP1 luciferase reporter, IRE1-XBP1 UPR activation, luminescence; percent of tunicamycin response, DMSO as zero. activation, % at 20 µM. 330,000 compounds, 0.33% hits. AID 463104;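 active = versus positive control, 20 µM dose yields 30% or more activation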;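 also: 100% = tunicamycin at 10 µg/mL and 0% = DMSO only wells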
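incubation = overnight seeding at 37 °C, 6 h compound treatment at 37 °C | assay system = CHO-XBP1 cells stably carrying IRE1-XBP1-driven luciferase reporter | input = 1000 cells per well | detection = luciferase luminescence | dosing = single point, 20 µM final compound, 1% DMSO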
CXCR6 block – blocks human CXCR6 beta-arrestin recruitment | 360,000 compounds, 0.36% hits | O00574 | inhibition, % at 20 µM | CHO-K1 PathHunter CXCR6 beta-arrestin, luminescence; in the data active = inhibition above about 34%, passing the limit was not always enough;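 also: antagonist mode with CXCL16 agonist at 10 nM final; 0% = 10 nM CXCL16 with DMSO and 100% = unstimulated wells without agonist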
EBI2 block – blocks human EBI2 receptor beta-arrestin signaling | EBI2 beta-arrestin recruitment, luminescence, 7a,25-OHC stimulated | P32249 | 360,000 compounds, 0.81% hits | inhibition, % at 5 µM; in the data active = inhibition above about 38%;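 also: enzyme fragment complementation signal reports receptor beta-arrestin coupling in cells; 0% = agonist plus DMSO wells and 100% = wells without agonist; some results beyond the cut were filed as inactive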
Jurkat NFkB inh – lowers PMA/ionomycin-induced NF-kB signal in Jurkat cells; AID 435003; PMA/ionomycin-induced NF-kB luciferase reporter, luminescence; 330,000 compounds, 0.53% hits; inhibition, % at 4 µM; in the data active = inhibition above about 50%
CCR6 antagonist – antagonists of human CCR6 receptor. 340,000 compounds, 0.49% hits. inhibition, % at 20 µM. CHO-K1 CCR6 PathHunter beta-arrestin, luminescence, CCL20-stimulated. P51684;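 active = compounds whose inhibition of the agonist-driven luminescence signal at 20 µM reaches about 50%, limit read from the data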;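 also: cells stimulated with CCL20 at 14 nM final; plate controls were DMSO with CCL20 for no effect and DMSO without agonist for full effect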
Mdm2 MdmX PPI – disrupts the human Mdm2-MdmX interaction; O15151+Q00987; SaOS-2 split-luciferase Mdm2/MdmX complementation, luminescence; inhibition, % at 8 µM; 330,000 compounds, 3% hits; AID 485346;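 active = inhibition of at least 50% at 8 µM in the primary screen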
Target sequence (O15151 whole entry, looked up): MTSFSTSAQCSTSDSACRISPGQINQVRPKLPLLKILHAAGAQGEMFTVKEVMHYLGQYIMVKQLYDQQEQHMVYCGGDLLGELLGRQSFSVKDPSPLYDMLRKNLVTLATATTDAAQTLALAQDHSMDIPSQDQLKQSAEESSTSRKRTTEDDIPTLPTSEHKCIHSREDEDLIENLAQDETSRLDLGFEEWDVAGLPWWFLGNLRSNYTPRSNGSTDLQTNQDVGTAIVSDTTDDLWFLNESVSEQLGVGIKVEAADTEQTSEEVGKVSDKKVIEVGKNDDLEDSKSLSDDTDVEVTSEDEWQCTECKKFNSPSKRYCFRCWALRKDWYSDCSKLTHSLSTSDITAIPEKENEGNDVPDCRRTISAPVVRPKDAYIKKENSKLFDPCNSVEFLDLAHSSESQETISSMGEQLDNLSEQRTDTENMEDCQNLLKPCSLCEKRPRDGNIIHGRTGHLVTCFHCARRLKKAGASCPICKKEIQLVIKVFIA
Target sequence (Q00987 whole entry, looked up): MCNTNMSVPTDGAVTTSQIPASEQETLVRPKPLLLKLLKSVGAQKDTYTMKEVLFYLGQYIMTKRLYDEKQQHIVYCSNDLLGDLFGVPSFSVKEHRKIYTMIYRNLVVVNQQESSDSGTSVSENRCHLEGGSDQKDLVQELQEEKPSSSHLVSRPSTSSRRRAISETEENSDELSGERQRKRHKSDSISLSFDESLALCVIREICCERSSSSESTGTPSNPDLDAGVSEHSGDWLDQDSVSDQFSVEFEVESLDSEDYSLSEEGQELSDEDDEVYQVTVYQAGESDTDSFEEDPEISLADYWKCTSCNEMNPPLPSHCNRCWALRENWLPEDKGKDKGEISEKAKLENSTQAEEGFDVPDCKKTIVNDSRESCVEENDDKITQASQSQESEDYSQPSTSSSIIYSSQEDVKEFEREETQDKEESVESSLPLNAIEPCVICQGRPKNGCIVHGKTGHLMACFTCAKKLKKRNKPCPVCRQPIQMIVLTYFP
Starred values were filed as active, the others as inactive.

For CC(C)NC1CCC(Nc2ccnc3cc(Cl)ccc23)CC1 (configuration not stated) the results were Gli-Sufu block 25, CXCR6 block 4, EBI2 block -2 and CCR6 antagonist 0.
Screening CCOC(=O)N1CCN(S(=O)(=O)c2ccc3[nH]cc(C(=O)O)c(=O)c3c2)CC1 returned Gli-Sufu block 1, 697 NFkB inh -22, CHOP UPR activ -0.3, UPR XBP1 act -1, CXCR6 block -4, EBI2 block 8, Jurkat NFkB inh -9, CCR6 antagonist -1 and Mdm2 MdmX PPI 0.
CCCn1nnnc1SCC(=O)N1CCOCC1 was read as Gli-Sufu block -3, 697 NFkB inh 5, CHOP UPR activ 1.9, UPR XBP1 act -1, CXCR6 block -8, EBI2 block 1, Jurkat NFkB inh -9, CCR6 antagonist -1 and Mdm2 MdmX PPI 11.
For Cc1c(C(=O)N2CCCC2)sc(NC(=O)c2cccc(Cl)c2)c1C#N the results were Gli-Sufu block 12, 697 NFkB inh 9, CHOP UPR activ 0.3, UPR XBP1 act 1, CXCR6 block 0, EBI2 block -5, Jurkat NFkB inh 2, CCR6 antagonist 2 and Mdm2 MdmX PPI 21.
For Cc1ccc(CN2CCS(=O)(=O)CC2)cc1 the results were Gli-Sufu block -4, 697 NFkB inh -3, CHOP UPR activ -1.0, UPR XBP1 act -5, CXCR6 block 4, EBI2 block -9, Jurkat NFkB inh 8, CCR6 antagonist -5 and Mdm2 MdmX PPI 3.
For O=C(Nc1cccc2c1CCCC2)c1cccc(F)c1 the results were Gli-Sufu block -25, 697 NFkB inh 6, CHOP UPR activ -1.4, UPR XBP1 act 0, CXCR6 block 7, EBI2 block -13, Jurkat NFkB inh -4, CCR6 antagonist 9 and Mdm2 MdmX PPI -3.
`CSCCC(NS(=O)(=O)c1ccccc1F)C(=O)NNC(=O)c1csc(N2CCOCC2)n1` (configuration not stated) gave Gli-Sufu block -11, 697 NFkB inh 23, CHOP UPR activ 0.7, UPR XBP1 act 1, CXCR6 block 2, EBI2 block -11, Jurkat NFkB inh -9, CCR6 antagonist -3 and Mdm2 MdmX PPI 22.
Screening COc1cc2c(cc1OC)-c1cc(OCCN3CCOCC3)nc(=O)n1CC2 returned Gli-Sufu block -2, 697 NFkB inh 13, CHOP UPR activ 2.7, UPR XBP1 act 2, CXCR6 block 2, EBI2 block 2, Jurkat NFkB inh 4, CCR6 antagonist 0 and Mdm2 MdmX PPI 17.
For Clc1ccc2[nH]c3c(NCCCN4CCOCC4)ncnc3c2c1 the results were Gli-Sufu block 23, 697 NFkB inh -30, CHOP UPR activ 0.9, UPR XBP1 act 4, CXCR6 block 5, EBI2 block 6, Jurkat NFkB inh -34, CCR6 antagonist 7 and Mdm2 MdmX PPI 15.
For O=C(CNc1cccc(Cl)c1)c1ccc(Br)cc1 the results were Gli-Sufu block -24, 697 NFkB inh 2, CHOP UPR activ 2.1, UPR XBP1 act -2, CXCR6 block 37, EBI2 block -2, Jurkat NFkB inh -14, CCR6 antagonist 62* and Mdm2 MdmX PPI -21.
Cc1ccc(S(=O)(=O)NC(CC(C)C)C(=O)NCC(C)(C)N2CCOCC2)cc1 (configuration not stated) was read as Gli-Sufu block 1, 697 NFkB inh -12, CHOP UPR activ 4.6, UPR XBP1 act 2, CXCR6 block 1, EBI2 block -3, Jurkat NFkB inh 5, CCR6 antagonist -10 and Mdm2 MdmX PPI -4.
For CCN(CC)S(=O)(=O)c1ccc(NS(=O)(=O)CC23CCC(CC2=O)C3(C)C)cc1 (configuration not stated) the results were Gli-Sufu block -3, 697 NFkB inh -6, CHOP UPR activ 1.8, UPR XBP1 act 1, CXCR6 block 9, EBI2 block 4, Jurkat NFkB inh -3, CCR6 antagonist 8 and Mdm2 MdmX PPI 27.
`COc1ccc(C(=O)NC(=S)Nc2ccc(NC(=O)c3ccco3)cc2)cc1[N+](=O)[O-]` gave Gli-Sufu block 5, 697 NFkB inh -19, CHOP UPR activ 0.8, UPR XBP1 act 0, CXCR6 block 16, EBI2 block -4, Jurkat NFkB inh 17, CCR6 antagonist 33 and Mdm2 MdmX PPI 24.
CCN(c1ccccc1)S(=O)(=O)c1ccc(Oc2ccccc2C(C)=O)nc1 was read as Gli-Sufu block 1, 697 NFkB inh -4, CHOP UPR activ -2.0, UPR XBP1 act 1, CXCR6 block 3, EBI2 block -2, Jurkat NFkB inh -6, CCR6 antagonist 18 and Mdm2 MdmX PPI 8.
COc1ccc(S(=O)(=O)Nc2cccc(S(=O)(=O)N3CCCCC3)c2)cc1 was read as Gli-Sufu block 7, 697 NFkB inh -14, CHOP UPR activ 0.7, UPR XBP1 act -2, CXCR6 block 5, EBI2 block 13, Jurkat NFkB inh -20, CCR6 antagonist 9 and Mdm2 MdmX PPI -8.
`Cc1cc(C)cc(C(=O)N(CCc2ccccc2)C2CC3CCC(C2)N3C)c1` (configuration not stated) gave Gli-Sufu block 3, 697 NFkB inh -6, CHOP UPR activ -0.5, UPR XBP1 act -2, CXCR6 block 11, EBI2 block 8, Jurkat NFkB inh 1, CCR6 antagonist -2 and Mdm2 MdmX PPI 2.
For CC1C(=O)N2CCCc3cc(S(=O)(=O)N4CCN(c5cccc(Cl)c5)CC4)cc1c32 (configuration not stated) the results were Gli-Sufu block 9, 697 NFkB inh 5, CHOP UPR activ 2.4, UPR XBP1 act -1, CXCR6 block -14, EBI2 block 19, Jurkat NFkB inh 15, CCR6 antagonist 3 and Mdm2 MdmX PPI 8.
For CC(O)C(O)C(O)C(O)C1NCCS1 (configuration not stated) the results were Gli-Sufu block 0, 697 NFkB inh -6, CHOP UPR activ -0.3, UPR XBP1 act -2, CXCR6 block -2, EBI2 block -3, Jurkat NFkB inh -6, CCR6 antagonist -2 and Mdm2 MdmX PPI -7.
`O=C(Nc1ncccc1O)c1ccc(S(=O)(=O)Nc2ccccc2)cc1` gave Gli-Sufu block 44, 697 NFkB inh -402, CHOP UPR activ -0.7, UPR XBP1 act 10, CXCR6 block -29, EBI2 block -24, Jurkat NFkB inh 12, CCR6 antagonist -10 and Mdm2 MdmX PPI 47.
Screening Brc1ccc(OCc2nc3ccccc3[nH]2)cc1 returned Gli-Sufu block -81, 697 NFkB inh -120, CHOP UPR activ 7.7, UPR XBP1 act -6, CXCR6 block -11, EBI2 block 9, Jurkat NFkB inh -75, CCR6 antagonist 7 and Mdm2 MdmX PPI -114.
Screening COc1cc(C(=O)N2CCN(S(=O)(=O)c3ccc(F)cc3)CC2)cc(OC)c1OC returned Gli-Sufu block -3, 697 NFkB inh 10, CHOP UPR activ 0.2, UPR XBP1 act 1, CXCR6 block -1, EBI2 block -4, Jurkat NFkB inh 8, CCR6 antagonist 7 and Mdm2 MdmX PPI -22.
For O=C(/C=C\NCC(=O)c1ccccc1)c1ccc(F)cc1 the results were Gli-Sufu block -5, 697 NFkB inh 2, CHOP UPR activ 3.5, UPR XBP1 act 3, CXCR6 block 1, EBI2 block -13, Jurkat NFkB inh -10, CCR6 antagonist 12 and Mdm2 MdmX PPI 1.
Screening CCOC(=O)c1cc(NC(=O)c2ccccc2)c(=O)oc1C(F)(F)F returned Gli-Sufu block -9, CXCR6 block -2, EBI2 block -20 and CCR6 antagonist 5.
Screening O=C(c1ccc2c(=O)n3c(nc2c1)CCCCC3)N1CCN(c2ccccc2)CC1 returned Gli-Sufu block 1, 697 NFkB inh -8, CHOP UPR activ 0.0, UPR XBP1 act 0, CXCR6 block 1, EBI2 block 2, Jurkat NFkB inh -6, CCR6 antagonist 6 and Mdm2 MdmX PPI 20.
Screening Cn1c(=O)c2c(nc(NN=C3CCCC3)n2C)n(C)c1=O returned Gli-Sufu block 4, 697 NFkB inh 17, CHOP UPR activ -0.3, UPR XBP1 act -1, CXCR6 block 2, EBI2 block -6, Jurkat NFkB inh 4, CCR6 antagonist -10 and Mdm2 MdmX PPI 34.
Screening Cc1ccc(N2CCN(C(=O)c3ccccc3)CC2)c(C)c1 returned Gli-Sufu block -3, 697 NFkB inh -7, CHOP UPR activ -1.4, UPR XBP1 act 4, CXCR6 block 12, EBI2 block 9, Jurkat NFkB inh 3, CCR6 antagonist 11 and Mdm2 MdmX PPI 6.
Screening C/C(=C\C(=O)c1ccc(C)cc1)NCc1ccc(F)cc1 returned Gli-Sufu block -8, 697 NFkB inh 12, CHOP UPR activ -0.6, UPR XBP1 act -2, CXCR6 block 2, EBI2 block 5, Jurkat NFkB inh -3, CCR6 antagonist -2 and Mdm2 MdmX PPI 2.
`CCC(CO)Oc1cc(NCc2ccc(O)cc2)c2ncn(C(C)C)c2c1` (configuration not stated) gave Gli-Sufu block 1, 697 NFkB inh 16, CHOP UPR activ 0.7, UPR XBP1 act 1, CXCR6 block 0, EBI2 block -5, Jurkat NFkB inh 5, CCR6 antagonist -10 and Mdm2 MdmX PPI 17.
CSc1nnc(-c2ccccc2N=Cc2c(C)[nH]n(-c3ccc4ccccc4c3)c2=O)c(=O)[nH]1 was read as Gli-Sufu block -9, 697 NFkB inh -27, CHOP UPR activ 1.7, UPR XBP1 act 0, CXCR6 block 9, EBI2 block -5, Jurkat NFkB inh -4, CCR6 antagonist 2 and Mdm2 MdmX PPI -10.
For O=C(CSC(=S)N1CCSCC1)c1ccc(Cl)cc1 the results were Gli-Sufu block -106, 697 NFkB inh -132, CHOP UPR activ 3.3, UPR XBP1 act -1, CXCR6 block 10, EBI2 block -4, Jurkat NFkB inh -76, CCR6 antagonist 12 and Mdm2 MdmX PPI -135.
For CCC(=O)N1Cc2ccccc2-c2ccccc2C1=O the results were Gli-Sufu block -24, 697 NFkB inh 7, CHOP UPR activ -0.7, UPR XBP1 act -3, Jurkat NFkB inh 11, CCR6 antagonist 15 and Mdm2 MdmX PPI 11.
Screening N=c1c2c(n(Cc3ccc([N+](=O)[O-])cc3)c3c1CCC3)CCCC2 returned Gli-Sufu block 32, 697 NFkB inh -23, CHOP UPR activ 3.5, UPR XBP1 act 5, CXCR6 block -5, EBI2 block -13, Jurkat NFkB inh -4, CCR6 antagonist 7 and Mdm2 MdmX PPI 9.
For CSc1nc(-c2ccco2)nn1C(=O)c1ccc(C)cc1 the results were Gli-Sufu block 10, 697 NFkB inh -9, CHOP UPR activ -0.6, UPR XBP1 act 3, CXCR6 block 1, EBI2 block 1, Jurkat NFkB inh -1, CCR6 antagonist 12 and Mdm2 MdmX PPI 8.
O=C(Nc1ccccc1)Nc1nc2ccccc2s1 was read as Gli-Sufu block -98, 697 NFkB inh -178, CHOP UPR activ 3.8, UPR XBP1 act 3, CXCR6 block -5, EBI2 block 7, Jurkat NFkB inh -193, CCR6 antagonist 7 and Mdm2 MdmX PPI -251.

Molecules from the list above with bromine (two):
For O=C(CNc1cccc(Cl)c1)c1ccc(Br)cc1 the results were Gli-Sufu block -24, 697 NFkB inh 2, CHOP UPR activ 2.1, UPR XBP1 act -2, CXCR6 block 37, EBI2 block -2, Jurkat NFkB inh -14, CCR6 antagonist 62* and Mdm2 MdmX PPI -21.
Screening Brc1ccc(OCc2nc3ccccc3[nH]2)cc1 returned Gli-Sufu block -81, 697 NFkB inh -120, CHOP UPR activ 7.7, UPR XBP1 act -6, CXCR6 block -11, EBI2 block 9, Jurkat NFkB inh -75, CCR6 antagonist 7 and Mdm2 MdmX PPI -114.
